# Bioassay records: PubChem, National Center for Advancing Translational Sciences (NCATS)
# PI4K2A block = qHTS for small molecular inhibitors of PI4K2A | activity change, negative = inhibition, % at 76.9 µM | Phosphatidylinositol 4-kinase type 2-alpha (Homo sapiens), Q9BTU6 | purified PI4K2A, ADP-Glo luminescence, 1 h; active compounds read low | 420,000 compounds, 0.13% hits; in the data active means activity change below about -50%; inconclusive means mostly about -30% to -49%;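 further: -100% = wells without enzyme as full effect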
#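 Compounds are screened against recombinant PI4K2A using PI as substrate and ATP, the latter dispensed at 300 microM. Reactions run one hour at ambient temperature before ADP-Glo detection; full inhibition defined by wells lacking enzyme.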
# JMJD2A Tudor inh = qHTS Assay for Inhibitors of JMJD2A-Tudor Domain | AlphaScreen JMJD2A-Tudor / H3K4me3 peptide binding | Potency, µM (top dose mostly 114 µM), for inactives: at the top dose activity change, negative = inhibition, hits mostly inhibitors | 390,000 compounds, 4.4% hits | AID 504339, 2011 | Lysine-specific demethylase 4A (Homo sapiens), O75164; further: potency means the concentration at half of the fitted maximal effect; on the % scale 0 is the no-effect control and ±100 the full control effect; nearly all actives have a fitted effect of over 50% in size
# Pin1 inhibitor = qHTS Assay to Find Inhibitors of Pin1; Potency, µM (titrated, usually from 115 µM), inactives show at the highest dose activity, negative = inhibition, hits mostly inhibitors; 390,000 compounds, 0.009% hits; Peptidyl-prolyl cis-trans isomerase NIMA-interacting 1 (Homo sapiens), Q13526; Pin1 FP peptide displacement, HiFluor488, 10 min; active means well fitted inhibition curve with a large enough effect in the polarisation, with a control signal flat, not every such curve was filed as active; inconclusive means small, poorly fitted or top-dose-only effect, or effect the other way, or a change in a side signal; inactive means no such curve, though single readings can be large or run the other way; the % refers to the polarisation; further: potency means the concentration at half of the fitted maximal effect; on the % scale 0 is the no-effect control and ±100 the full control effect
# GLS inh = qHTS for Inhibitors of Glutaminase (GLS). Glutaminase kidney isoform, mitochondrial (Homo sapiens), O94925. GLS enzymatic activity, qHTS titration. Potency, µM (doses to about 45.5 µM), for the others: top-dose activity change, negative = inhibition, usual class: inhibitors. 410,000 compounds, 0.21% hits. AID 624170, 2012; further: potency means the concentration at half of the fitted maximal effect; on the % scale 0 is the no-effect control and ±100 the full control effect
#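 Two-point fluorescence kinetic (t0, 30 min RT) for hKGA; glutamate detected via glutamate oxidase–HRP–Amplex Red. Substrate: 1 mM L-glutamine solution; buffer 45 mM KH2PO4, pH 8.2.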
# BAZ2B block = qHTS Assay for Inhibitors of BAZ2B | AlphaScreen BAZ2B-H3K14Ac peptide displacement | 360,000 compounds, 4.4% hits | Potency, µM (top dose mostly 114 µM), for inactives: at the top dose activity change, negative = inhibition, actives largely listed as inhibitors | Bromodomain adjacent to zinc finger domain protein 2B (Homo sapiens), Q9UIF8; further: potency means the concentration at half of the fitted maximal effect; on the % scale 0 is the no-effect control and ±100 the full control effect; nearly all actives have a fitted effect of over 60% in size
#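 Complex of BAZ2B and biotin-H3K14Ac (50 nM apiece) forms over 30 min at RT, then faces library compounds up to 110 uM for another 30 min; AlphaScreen beads added, 20 min dark incubation, luminescence read.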
# HP1b chromo inh = HTS for Inhibitors of HP1-beta Chromodomain Interactions with Methylated Histone Tails | Chromobox protein homolog 1 (Homo sapiens), P83916 | AlphaScreen HP1-beta / biotin-H3K9me3 peptide binding | Potency, µM (series often up to 114 µM), for inactives: at the top dose activity change, negative = inhibition, most hits filed as inhibitors | 390,000 compounds, 0.56% hits | AID 540317, 2011; further: potency means the concentration at half of the fitted maximal effect; nearly all actives have a fitted effect of over 70% in size; inactives centre near 23
# Target sequence (P83916 whole entry, looked up): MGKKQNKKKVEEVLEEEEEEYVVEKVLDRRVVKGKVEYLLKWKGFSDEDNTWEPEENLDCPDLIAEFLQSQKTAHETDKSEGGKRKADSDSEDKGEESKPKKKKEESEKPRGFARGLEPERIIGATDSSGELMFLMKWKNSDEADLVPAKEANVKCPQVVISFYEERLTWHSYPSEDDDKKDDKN
#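 HP1-beta protein (50 nM final) preincubated 30 min at room temperature with biotinylated H3(1-18)K9me3 peptide (50 nM) in PBS pH 7.4, 0.01% Tween-20, then compound added for 30 min. AlphaScreen streptavidin donor/nickel chelate acceptor beads (10 ug/mL final), 30 min dark, luminescence read.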
# Tb PGK inh = qHTS Assay to Find Inhibitors of Phosphoglycerate Kinase. Potency, µM (highest dose often 57.5 µM), for the others: top-dose activity change, negative = inhibition, most hits filed as inhibitors. PGK/GAPDH coupled, Kinase-Glo luminescence, 60 min. Phosphoglycerate kinase, glycosomal (Trypanosoma brucei brucei), P07378. 380,000 compounds, 0.043% hits; further: potency means the concentration at half of the fitted maximal effect; on the % scale 0 is the no-effect control and ±100 the full control effect; nearly all actives have a fitted effect of over 60% in size
#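 Luminescent ATP detection (Kinase-Glo Plus) follows a 60-minute room-temperature incubation, with wells lacking PGK as controls. Buffer: 100 mM TEA (pH 7.6), 5 mM MgCl2, 0.01% Tween-20. Coupling enzyme GAPDH (100 nM final) supplies unstable 1,3-BPG in-well.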
# G9a block = qHTS Assay for Inhibitors of Histone Lysine Methyltransferase G9a; Potency, µM (series often up to 102 µM), for the others: top-dose activity, negative = inhibition, hits mostly inhibitors; Histone-lysine N-methyltransferase EHMT2 (Homo sapiens), Q96KQ7; G9a H3K9 monomethylation, AlphaScreen, 2 h; 350,000 compounds, 8.8% hits; further: potency means the concentration at half of the fitted maximal effect; on the % scale 0 is the no-effect control and ±100 the full control effect; nearly all actives have a fitted effect of over 75% in size
# Target sequence (Q96KQ7 913-1193 limits assumed): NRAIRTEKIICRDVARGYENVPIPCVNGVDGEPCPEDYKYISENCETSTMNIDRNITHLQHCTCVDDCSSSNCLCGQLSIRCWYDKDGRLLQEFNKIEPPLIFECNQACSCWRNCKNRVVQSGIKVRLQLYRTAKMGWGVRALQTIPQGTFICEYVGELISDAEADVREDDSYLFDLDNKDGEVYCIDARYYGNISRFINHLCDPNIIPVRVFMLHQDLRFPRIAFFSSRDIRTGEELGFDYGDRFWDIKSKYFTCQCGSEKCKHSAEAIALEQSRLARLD
#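 Chemiluminescent proximity detection of H3K9 monomethylation, read after 10 min bead incubation in the dark. Reaction: 20 nM G9a, 500 nM biotin-H3K9 peptide, 20 uM SAM cofactor, 2 h, room temperature, following 15 min enzyme-compound preincubation.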
# ERG-DNA inh = qHTS for Small Molecule Inhibitors of the ERG Ets/DNA interaction; Transcriptional regulator ERG (Homo sapiens), P11308; Potency, µM (highest dose often 76.9 µM), for the others: top-dose FP activity, negative = inhibition, usual class: inhibitors; fluorescence polarization, His-ERG Ets domain / labelled DNA; 370,000 compounds, 0.028% hits; active means well fitted inhibition curve with a large enough effect in the polarisation, with a control signal flat; inconclusive means small, poorly fitted or top-dose-only effect, or effect the other way, or a change in a side signal; inactive means no such curve, though single readings can be large or run the other way; the % refers to the polarisation;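 further: polarization taken with two DNA probes labelled with fluorescein and Texas red; potency means the concentration at half of the fitted maximal effect; % of control where 0% means no effect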
# Target sequence (P11308 whole entry, looked up, the tested form may be a part): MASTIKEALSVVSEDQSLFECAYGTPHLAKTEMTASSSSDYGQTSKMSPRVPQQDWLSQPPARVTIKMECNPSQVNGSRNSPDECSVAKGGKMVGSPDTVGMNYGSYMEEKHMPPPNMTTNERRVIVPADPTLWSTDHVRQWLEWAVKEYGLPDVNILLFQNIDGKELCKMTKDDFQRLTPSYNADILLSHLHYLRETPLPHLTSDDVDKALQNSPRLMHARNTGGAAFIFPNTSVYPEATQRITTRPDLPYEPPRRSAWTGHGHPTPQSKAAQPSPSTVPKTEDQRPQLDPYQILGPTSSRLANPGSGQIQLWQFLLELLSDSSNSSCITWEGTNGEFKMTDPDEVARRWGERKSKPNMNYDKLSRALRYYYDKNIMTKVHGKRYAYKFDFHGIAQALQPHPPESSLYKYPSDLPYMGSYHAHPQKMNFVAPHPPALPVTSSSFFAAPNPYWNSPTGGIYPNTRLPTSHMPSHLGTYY
#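 His-tagged ERG Ets domain (1 uM in the protein solution; 300mM KCl, 50mM Tris-HCl, 1mM EDTA, 1mM DTT, pH 7.5) received compound, then a probe mix of 5 nM fluorescein-DNA and 100nM Texas-615-DNA. Fluorescence polarization was read for both dyes.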
# * = called active by the depositor; i = inactive; ? = inconclusive; / = no result given; & = joins results of further samples; [ ] = another dose, or the depositor's remark. Unless noted, the call rests on the fitted dose curve; in most records, active means well fitted curve in the direction sought with a large enough effect; inconclusive means small, poorly fitted or top-dose-only effect, or another doubt; inactive means no such curve, though single readings can be large; an effect the other way counts as inactive or inconclusive. The order is random; about 11% have a hit in one of these screens.
PI4K2A block,JMJD2A Tudor inh,Pin1 inhibitor,GLS inh,BAZ2B block,HP1b chromo inh,Tb PGK inh,G9a block,ERG-DNA inh,Structure
-2,-5%,-2%,-1%,-1%,51%[activator],-2%,-9%[2.33 µM],2%,CSc1ncc(Cl)c(C(=O)Nc2ccc(C)c(C)c2)n1
9,-17%,?,5%,-24%,40%[activator],-1%,2%[59 µM],28%,Cc1cc(C)c([N+](=O)[O-])cc1-c1ccc(/C=N/NC(=O)c2nonc2N)o1
3,-21%,8%,-5%,/,17%,-6%,/,-3%,CC(=O)c1ccc(OCCCC(=O)Nc2cccc(S(=O)(=O)N3CCCCCC3)c2)cc1
-1,-23%,4%,?,?,-27%,-5%,-20%[12.7 µM],0%,COCCNc1oc(-c2ccc(Cl)cc2)nc1C#N
0,35%,?,-18%,53%[activator],86%,-1%,-12%[0.501 µM],-9%,N#C/C(C(=O)Oc1ccccc1)=C1\C=Cc2ccccc2N1
1,-12%,48%[activator],-8%,8%,25%,0%,6%,4%,COc1ccc(Cn2c(C)nc3oc4cc(OC)ccc4c(=O)c3c2=O)cc1
-9,-4%,-4%,0%,1%,11%,i,?,14%,O=C(CNC(=O)c1ccc(Cl)cc1)OCc1nc2ccccc2s1
-4,?,2%,-1%,-38%,-29%,16%,?,-1%,CC/C(=N\NC(=S)NC(C)C)c1ccc(OC(F)F)cc1
-6,-14%,-1%,7%,-7%,11%,-8%,?,8%,Cc1cc(C(=O)Nc2nc3c(s2)CCCC3)cs1
0,-9%,-2%,-14%,-27%,20%,/,?,16%,Cc1cc(C)cc(Oc2c(C(F)(F)F)oc3cc(OCC(=O)O)ccc3c2=O)c1
4,10%,-2%,-5%,1%,8%,-3%,?,-3%,CCn1c(=O)c2c(nc3n2CCCN3CCc2ccccc2)n(C)c1=O
-4,-5%,-5%,-11%,7%,22%,-3%,-8%,7%,N#Cc1ccc(NC(=O)Cn2cnc([N+](=O)[O-])c2)cc1
0,-18%,2%,-5%,/,22%,i,/,14%,CC(C)CCNC(=O)C(c1cccnc1)N(Cc1ccccc1)C(=O)Cn1nnc2ccccc21 (stereo unspecified)
4,-20%[57.1 µM],-8%,5%,-5%,32%,-2%,12%[59 µM],2%,CCOc1ccc(N=C2NC(=O)/C(=C/C(=O)OC)S2)cc1
2,-6%,-1%,-1%,-6%,15%,-10%,-8%[12.7 µM],-8%,COc1ccc(C(=O)Nc2c(F)c(F)c(F)c(F)c2F)c(OC)c1
6,-8%,0%,-7%,-1%,62%[activator],-1%,13%[59 µM],-7%,Cc1cc(Br)cc2c(C(=O)OCC(=O)c3ccccc3)cc(-c3ccccc3)nc12
-16,?,8%,-4%,-1%,?,-7%,2.5µM*,-3%,CCOc1ccc(CC(=O)Nc2sc(Cc3ccccc3)cc2C(N)=O)cc1OCC
0,36%,?,-2%,29%,66%[activator],/,72%[activator][59 µM],-1%,Cc1ccc(C)c(Nc2nc(-c3ccccc3)c3cc(Br)ccc3n2)c1
-2,?,6%,4%,/,21%,-5%,/,2%,O=C(CCc1nc2ccccc2c(=O)[nH]1)N1CCN(S(=O)(=O)c2cc(Cl)ccc2Cl)CC1
-3&-5,-11%&-6%,31%&45%[activator],0%&-15%,-25%&-4%,22%&24%,-6%,-13%,-3%&8%,Cc1ccc(NC(=O)Cn2ncn3c(cc4ccccc43)c2=O)c(C)c1
0,-7%,-5%,-12%,-17%,34%,i,-1%[59 µM],-12%,COCCn1c(SCC(=O)Nc2ccc(Cl)cn2)nnc1-c1ccncc1
-5,-26%,?,-3%,-6%,0%,-4%,?,12%,Cc1ccc(Nc2c(-c3ccc(O)cc3)nc3cccc(C)n23)cc1
4,-7%,-3%,1%,2%,15%,/,6%[0.501 µM],-9%,COCC(=O)NC1CCN(CC(=O)Nc2ccc(OC)cc2[N+](=O)[O-])CC1
3,-35%,14%,-1%,/,2%,i,/,?,O=C(Nc1cc2c(cc1Cl)-c1ccc([N+](=O)[O-])cc1C2=NO)C(F)(F)F
0,-17%,-16%,-2%,/,23%,-4%,/,1%,CCOc1ccc(OCCC(=O)N(CC(C)C)c2c(N)n(Cc3ccccc3)c(=O)[nH]c2=O)cc1

# (next part)
PI4K2A block,JMJD2A Tudor inh,Pin1 inhibitor,GLS inh,BAZ2B block,HP1b chromo inh,Tb PGK inh,G9a block,ERG-DNA inh,Structure
0,-2%,35%[activator],0%,?,66%[activator],-2%,-30%[59 µM],-4%,CCOc1ccc(NC(=O)C(=O)c2cc(C)n(-c3cc(C)cc(C)c3)c2C)cc1
-3,-19%,-3%,11%,-5%,23%,-1%,-11%,-3%,Cc1ccc(-c2nc(CS(=O)(=O)CC(=O)NCCN3CCCC3)c(C)o2)cc1
6,-16%,-5%,5%,-5%,7%,6%,8%,-8%,CN(C)CCCNC(=O)c1ccccn1
-8,5%,-8%,0%,-22%,38%,5%,9%,-1%,Nc1[nH]c(=O)[nH]c(=O)c1N=Nc1ccc(C(=O)O)cc1
2,-16%,-9%,23%,-26%,17%,i,?,8%,Cc1cc(C)cc(C(=O)NCCCN2CCOCC2)c1
1,-33%,6%,4%,-29%,-2%,i,-29%[59 µM],-7%,Cc1ccc(-n2ccnc(NCCc3ccc(S(N)(=O)=O)cc3)c2=O)cc1C
-6,-15%,6%,5%,-4%,2%,0%,59%[activator],1%,O=C(N/N=C/c1ccc(Sc2nc3ccccc3s2)c([N+](=O)[O-])c1)c1ccccn1
6,-11%,0%,1%,3%,16%,-5%,-10%,0%,O=[N+]([O-])c1ccccc1/C=C/CN1CCCCC1CO (stereo unspecified)
-3,-19%,-1%,-1%,-4%[57.1 µM],10%[57 µM],0%,-2%,13%,COC(=O)CCCC(=O)N1CCC(CCC(=O)NC2CC2)CC1
2,-28%,-3%,9%,?,-7%,-3%,22%[59 µM],-5%,C=CCn1c(C)cc(C(=O)COC(=O)CNC(=O)c2ccccc2)c1C
-9,-36%,-9%,13%,?,-9%,-6%,?,3%,CC(C)(SC(=S)N1CCOCC1)C(=O)O
5,-7%,-7%,-12%,-34%,10%,-1%,-5%[59 µM],2%,Cc1c(Cl)c([N+](=O)[O-])nn1CC(=O)Nc1ccc2c(c1)OCO2
1,3%,-2%,7%,-1%,24%,/,-27%[59 µM],-1%,CCN1CCC(N(Cc2ccc(F)cc2)C(=O)Nc2ccc(C)c(F)c2)CC1
-5,-17%,-6%,0%,-4%,27%,-1%,/,8%,Cc1cc(/C=C2\SC(=O)NC2=O)c(C)n1-c1ccc(N2CCOCC2)cc1
-4,7%,-3%,-3%,-3%,36%,i,10%[59 µM],-14%,Cc1c(Cl)cccc1NC(=O)CSc1nc(=O)n(Cc2cccnc2)c2c1CCC2
-6,-10%,-1%,4%,-7%,32%,-4%,1%[12.7 µM],0%,CCC(C)NC(=O)C1CCC(=O)N1Cc1ccc(C)cc1 (stereo unspecified)
6,2%,-2%,-4%,-1%,38%[activator],-4%,48%[2.33 µM],4%,CC(C)C(NC(=O)CCNC(=O)c1ccccc1Cl)c1nc2ccccc2[nH]1 (stereo unspecified)
-6,-11%,1%,2%,-13%,0%,-6%,-1%,1%,CCOC(=O)Nc1ccc2c(c1)N(C(=O)N1CCN(C)CC1)c1ccccc1CC2

# A second format for some results above:
# Every second line gives: PI4K2A block, JMJD2A Tudor inh, Pin1 inhibitor, GLS inh, BAZ2B block, HP1b chromo inh, Tb PGK inh, G9a block, ERG-DNA inh
- CCOc1ccc(CC(=O)Nc2sc(Cc3ccccc3)cc2C(N)=O)cc1OCC
    -16, ?, 8%, -4%, -1%, ?, -7%, 2.5µM*, -3%
- CCOc1ccc(N=C2NC(=O)/C(=C/C(=O)OC)S2)cc1
    4, -20%[57.1 µM], -8%, 5%, -5%, 32%, -2%, 12%[59 µM], 2%

# 3 compounds picked at random from those above:
PI4K2A block,JMJD2A Tudor inh,Pin1 inhibitor,GLS inh,BAZ2B block,HP1b chromo inh,Tb PGK inh,G9a block,ERG-DNA inh,Structure
-3,-19%,-3%,11%,-5%,23%,-1%,-11%,-3%,Cc1ccc(-c2nc(CS(=O)(=O)CC(=O)NCCN3CCCC3)c(C)o2)cc1
1,-33%,6%,4%,-29%,-2%,i,-29%[59 µM],-7%,Cc1ccc(-n2ccnc(NCCc3ccc(S(N)(=O)=O)cc3)c2=O)cc1C
1,3%,-2%,7%,-1%,24%,/,-27%[59 µM],-1%,CCN1CCC(N(Cc2ccc(F)cc2)C(=O)Nc2ccc(C)c(F)c2)CC1
